VLA-4 inh: inhibition in human VLA-4 binding assay, primary screen, VLA-4 allosteric modulator project, MLPCN library, flow cytometry, VLA-4 expressing cells. ligand binding flow cytometry. AID 2557, 2010. 330,000 compounds, 0.2% hits. inhibition, % (about 7 µM as worked out from the volumes in the protocol); in the data active = inhibition above about 50%
AGP1-GFP MLPCN: modulators of AGP1-GFP expression in yeast TOR pathway, primary screen, cell-based, multiplex flow cytometry, S. cerevisiae, MLPCN library | AID 2066, 2009 | 320,000 compounds, 0.02% hits | GFP response vs DMSO, % at 10 µM | 3 h; GFP as percent of DMSO wells;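 active = GFP response relative to DMSO above a set limit, near screen average plus 3 SD, cut at about 150% in these data; inconclusive = fewer than 70 cells counted for the yeast strain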;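 also: median GFP channel fluorescence of the gated AGP1 strain per well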
GLD-1 RNA inh: GLD-1/TGE RNA complex disruptors, primary screen, biochemical, fluorescence polarization; Female germline-specific tumor suppressor gld-1 (Caenorhabditis elegans), Q17339; purified GLD-1 + fluorescein TGE RNA; inhibition, % at 5.96 µM; 320,000 compounds, 0.44% hits;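 active = percent inhibition above a per-plate cutoff, the plate mean of test compounds plus 3 SD, cut at about 30% in these data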;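 also: 0% = DMSO wells with GLD-1 and probe and 100% = wells lacking GLD-1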
MCL1-BIM inh: inhibitors of MCL1 binding to BIM-BH3, primary screen, biochemical, fluorescence polarization | GST-MCL1 / FITC-Bim-BH3 fluorescence polarization | inhibition, % at 10.9 µM | 320,000 compounds, 0.68% hits;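 active = inhibition above the mean inhibition of all tested compounds plus 3 SD, set per campaign, cut at about 40% in these data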;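 also: 0% = DMSO wells and 100% = unlabeled Bim-BH3 peptide control; higher means more loss of mP so more displacement of Bim peptide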
Target sequence (Q07820 whole entry, looked up): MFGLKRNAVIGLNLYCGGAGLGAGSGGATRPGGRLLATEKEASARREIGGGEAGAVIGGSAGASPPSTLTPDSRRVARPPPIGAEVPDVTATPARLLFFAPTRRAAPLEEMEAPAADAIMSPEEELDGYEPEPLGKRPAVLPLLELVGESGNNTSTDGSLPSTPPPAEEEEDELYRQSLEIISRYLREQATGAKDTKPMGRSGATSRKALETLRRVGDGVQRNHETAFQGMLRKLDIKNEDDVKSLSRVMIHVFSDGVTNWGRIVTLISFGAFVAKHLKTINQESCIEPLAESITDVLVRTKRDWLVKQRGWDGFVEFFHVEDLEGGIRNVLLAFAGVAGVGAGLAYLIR
BCLXL inh: inhibitors of human Bcl-xL, primary screen, biochemical, fluorescence polarization, HTS; AID 2129, 2009; inhibition, % at 10.9 µM; 320,000 compounds, 0.7% hits; GST-Bcl-xL / FITC-Bim BH3 peptide fluorescence polarization;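 active = inhibition above the mean of all tested compounds plus 3 SD, cutoff set per campaign, cut at about 30% in these data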;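 also: 0% = DMSO wells and 100% = unlabeled Bim-BH3 peptide competitor; inhibitors lower millipolarization by displacing the labeled peptide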
GRK2 aptamer HTS: compounds blocking aptamer binding on GRK2 – biochemical, human GRK2, bead flow cytometry, HTS, primary screen. Beta-adrenergic receptor kinase 1 (Homo sapiens), P25098. FAM-aptamer displacement from GRK2. inhibition of aptamer binding, % at 10 µM. 330,000 compounds, 0.59% hits. AID 488847, 2010;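 active = inhibition of aptamer binding above 40%, roughly 3 SD of noise, on plates passing a quality check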;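 also: median bead fluorescence of bound FAM aptamer so fluorescent compounds give negative values; no value below 0 was filed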
Target sequence (P25098 whole entry, looked up): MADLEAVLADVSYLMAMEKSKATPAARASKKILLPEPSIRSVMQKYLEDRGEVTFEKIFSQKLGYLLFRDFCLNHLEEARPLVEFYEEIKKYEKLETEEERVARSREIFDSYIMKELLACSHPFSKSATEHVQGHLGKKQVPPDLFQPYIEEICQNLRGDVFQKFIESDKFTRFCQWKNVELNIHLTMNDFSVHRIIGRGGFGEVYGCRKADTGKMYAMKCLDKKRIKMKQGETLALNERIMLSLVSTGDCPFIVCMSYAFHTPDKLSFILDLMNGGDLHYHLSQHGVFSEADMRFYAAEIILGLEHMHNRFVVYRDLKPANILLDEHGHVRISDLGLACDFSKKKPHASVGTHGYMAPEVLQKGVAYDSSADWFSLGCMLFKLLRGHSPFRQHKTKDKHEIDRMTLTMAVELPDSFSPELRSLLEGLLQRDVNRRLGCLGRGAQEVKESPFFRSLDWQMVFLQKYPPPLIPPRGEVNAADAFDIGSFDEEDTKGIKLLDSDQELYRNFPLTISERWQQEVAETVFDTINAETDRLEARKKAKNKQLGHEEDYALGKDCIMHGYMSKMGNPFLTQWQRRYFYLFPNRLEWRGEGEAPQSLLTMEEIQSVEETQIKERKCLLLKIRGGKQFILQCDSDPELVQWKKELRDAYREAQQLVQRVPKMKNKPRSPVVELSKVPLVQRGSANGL
MEX-5 binding: MEX-5 zinc finger RNA-binding disruptors – biochemical, C. elegans, fluorescence polarization, MLPCN library, primary screen | Zinc finger protein mex-5 (Caenorhabditis elegans), Q9XUB2 | MEX-5/FITC-TCR2 RNA binding; hits give low values | activity score (negative = inhibition of binding), % at 10 µM | 300,000 compounds, 0.38% hits | AID 1832, 2009;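 active = inhibition past about -25% in most replicates, and total fluorescence under double the plate's negative control median, limit read from the data; inconclusive = replicates evenly split on the limit, or fluorescence at least double controls; inactive = too little inhibition in most replicates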;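 also: 0% = DMSO and -100% = 5 µM competing unlabeled TCR2 RNA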
CIT2-GFP yeast: modulators of CIT2-GFP expression in yeast, primary screen, S. cerevisiae, GFP fusion, multiplex flow cytometry, MLPCN library; S. cerevisiae CIT2-GFP strain, 3 h; 100 means same as DMSO wells; GFP response vs DMSO, % at 10 µM; 320,000 compounds, 0.065% hits;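 active = GFP response relative to DMSO above a set limit, near the screen mean plus 3 SD, cut at about 150% in these data; inconclusive = Fewer than 70 cells measured for a yeast strain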;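 also: ratio of well median GFP fluorescence to mean of DMSO wells on the plate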
Fam108B inh: mouse Fam108B serine hydrolase inhibitors, primary screen, counter-screen for RBBP9 inhibitor project, biochemical, fluorescence polarization | inhibition, % at 9.51 µM | recombinant Fam108B, FP-Rh probe fluorescence polarization | 300,000 compounds, 0.33% hits;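 active = inhibition above the screen mean inhibition plus 3 SD, computed separately per campaign, cut at about 18% in these data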;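 also: inhibitors lower polarization as less probe binds the enzyme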
Starred values were filed as active, the others as inactive; ? = inconclusive; / = not tested or not shown.

SMILES	VLA-4 inh	AGP1-GFP MLPCN	GLD-1 RNA inh	MCL1-BIM inh	BCLXL inh	GRK2 aptamer HTS	MEX-5 binding	CIT2-GFP yeast	Fam108B inh
Cc1cc(NS(=O)(=O)c2ccc(NC(=O)c3cccc(OC(F)F)c3)cc2)nc(C)n1	11.0	100.3	-4.0	2.0	8.4	4.0	-0.7	91.8	1.5
Cc1ccc(-c2ccc(=O)n(CC(=O)NCc3ccco3)n2)cc1	0.4	93.1	2.5	0.8	1.4	1.0	/	100.7	-3.1
O=C(Cc1ccccc1F)NC1CCCc2ccccc21 (centres undefined)	17.1	103.2	-8.9	-5.7	1.9	0.0	0.8	102.0	1.4
Cc1ccc2c(c1)C1CN(C)CCC1N2C(=O)c1ccccc1NS(=O)(=O)c1cccc(C(F)(F)F)c1 (centres undefined)	5.9	99.1	5.7	-3.3	4.2	0.0	-0.5	90.4	0.6
CN(CC(=O)Oc1ccc(-c2nnco2)cc1)S(=O)(=O)c1ccc(F)cc1	-8.4	94.1	6.2	0.8	-7.1	0.0	-1.7	106.5	3.9
Cc1ccccc1NC(=O)CN(C)S(=O)(=O)c1ccc2c(c1)n(C)c(=O)c(=O)n2C	16.7	98.7	-2.5	9.4	5.8	0.0	-3.5	101.3	0.0
COC(=O)c1nc2n(n1)C(c1ccccc1OC)C1=C(CCCC1=O)N2 (centres undefined)	4.9	100.5	5.5	2.2	8.8	0.0	1.0	111.1	3.5
FC(F)(F)c1cccc(Cn2nnnc2-c2cc(Cl)cc(Cl)c2)c1	-2.5	116.6	3.3	-0.8	-1.7	0.0	-0.4	97.5	-0.8
O=C(CCNC(=O)c1ccc([N+](=O)[O-])cc1)Nc1ccccc1N1CCCCC1	5.2	109.9	0.2	-3.4	1.2	0.0	1.1	99.5	1.6
O=C(N1CCN(S(=O)(=O)c2ccc(Cl)cc2)CC1)n1ccnc1	2.8	113.4	8.2	/	/	2.0	/	116.5	/
COc1ccc(C(C)=O)cc1CN1C(=O)NC(c2ccccc2)(c2ccccc2)C1=O	8.3	102.9	5.6	-1.6	-2.4	0.0	0.9	102.7	-1.8
CN1CCN(S(=O)(=O)c2ccc(Oc3ccc(F)cc3Br)nc2)CC1	-49.4	103.8	4.5	5.1	-1.2	0.0	0.9	97.5	-1.9

Other records
SMILES	VLA-4 inh	AGP1-GFP MLPCN	GLD-1 RNA inh	MCL1-BIM inh	BCLXL inh	GRK2 aptamer HTS	MEX-5 binding	CIT2-GFP yeast	Fam108B inh
O=C(Nc1cc(S(=O)(=O)N2CCOCC2)ccc1Cl)C1CCC1	4.8	95.6	5.4	-1.9	0.9	3.0	1.1	97.3	4.1
Cc1nc2sc(C(N)=O)c(N)c2c(C)c1CC(=O)c1ccccc1	-3.3	98.0	3.3	-6.2	4.1	6.0	1.1	95.8	2.9
Cn1nccc1C(=O)N/N=C/c1ccccc1[N+](=O)[O-]	1.2	115.2	2.4	-7.0	-4.1	0.0	0.9	106.1	3.9
Cc1ccc(Nc2nnc(-c3ccc(N4CCOCC4)c([N+](=O)[O-])c3)c3ccccc23)cc1	20.4	90.4	2.4	3.7	1.8	0.0	-0.1	96.4	5.4
CCOC(=O)CSc1nnc(NCC(=O)OC(C)C)c(=O)[nH]1	-9.0	101.2	0.5	14.5	3.6	0.0	0.5	96.0	1.6
COC(=O)C1=NN(C(=O)c2cccc(Cl)c2)C(O)(C(C)(C)C)C1 (centres undefined)	-28.2	?	1.6	-2.0	-0.8	0.0	/	?	3.2
C=CCn1c(N2CCCC2)nc2c1c(=O)n(C)c(=O)n2C	-0.7	94.6	/	/	/	0.0	3.2	98.6	/
O=C(COc1ccc(-c2nnco2)cc1)Nc1cc([N+](=O)[O-])ccc1F	1.6	97.8	7.6	/	/	0.0	/	106.8	/
CC(=O)NCCc1ccc(C(=O)Cn2cnc3ccccc3c2=O)cc1	2.7	105.8	-2.0	-1.6	3.7	0.0	1.2	110.2	-2.8
O=C(Nc1nncs1)c1cccc(S(=O)(=O)N2CCCCC2)c1	6.3	98.0	1.8	-2.1	1.3	0.0	0.1	91.4	2.2
CC(C)=CCc1c(O)ccc2c1OC(c1ccc(O)c(O)c1)CC2=O (centres undefined)	16.5	97.6	10.2	16.4	7.4	0.0	-3.2	93.0	-4.8
CCCOP(=O)(c1ccc(N(C)C)cc1)C(O)c1ccncc1 (centres undefined)	-2.5	101.0	-3.0	1.0	4.2	0.0	0.7	92.9	4.9

Additional entries follow:
SMILES	VLA-4 inh	AGP1-GFP MLPCN	GLD-1 RNA inh	MCL1-BIM inh	BCLXL inh	GRK2 aptamer HTS	MEX-5 binding	CIT2-GFP yeast	Fam108B inh
COC(=O)c1ccc(NC(CC(C)C)C(=O)OC)c([N+](=O)[O-])c1 (centres undefined)	20.3	101.2	7.0	5.1	6.3	0.0	2.7	98.3	-4.7
O=C(C1CCCN(C2CC(=O)N(c3ccc(F)cc3)C2=O)C1)N1CCCC1 (centres undefined)	4.9	90.6	/	/	/	0.0	-0.1	95.2	/
CCCC(=O)N/C(N)=N/c1nc2ccccc2o1	12.7	88.0	2.6	-1.1	-1.5	2.0	4.0	78.2	0.7
CC(C)(C)OC(=O)N1CCC(c2c(C(=O)NC3CC3)cnn2-c2ccc(Cl)cc2)CC1	18.2	108.2	3.0	5.7	6.4	0.0	2.4	105.2	-0.9
CC(=O)Nc1ccc(NC(=O)CSc2nnc(-c3cccs3)n2N)cc1	-8.1	96.7	9.2	-4.6	-3.2	2.0	1.3	105.3	-0.7
COc1ccc(S(=O)(=O)N(CC(=O)Nc2ccc3c(c2)OCO3)c2ccccc2OC)cc1	2.8	/	-0.4	3.5	7.5	1.0	-0.9	86.2	4.7
CC1=C(C(=O)OCC2CCCO2)C(c2ccc(C)cc2)C2=C(CC(C)(C)CC2=O)N1 (centres undefined)	10.3	112.0	-5.0	1.0	3.9	2.0	-1.2	108.5	0.7
CN(c1ccccc1)S(=O)(=O)c1ccc(Cl)c(C(=O)Nc2nn[nH]n2)c1	-3.9	98.5	-7.9	14.1	2.2	3.0	1.0	98.8	1.1
O=C(O)C1C2C=CC(C2)C1C(=O)NCc1ccccc1F (centres undefined)	3.7	99.9	1.2	4.2	3.6	5.0	0.4	103.4	-2.2
COCc1nnc(NC(=O)c2cccc(NC(=O)C(C)C)c2)s1	6.5	104.9	-2.3	9.4	9.3	0.0	-1.8	101.5	-3.1
COc1ccccc1N=C1NC(=O)/C(=C/c2ccc(N(C)C)cc2)S1	-67.3	93.1	-70.1	-105.8	-45.7	0.0	5.0	100.0	-3.1
Nc1c(/C=C2/C=CC(=O)C(O)=C2)c(=O)nc2sc(CC(=O)N3CCCCC3)nn12	-7.4	101.2	-14.5	39.0	15.1	41.0*	?	105.6	13.4

Additional entries
SMILES	VLA-4 inh	AGP1-GFP MLPCN	GLD-1 RNA inh	MCL1-BIM inh	BCLXL inh	GRK2 aptamer HTS	MEX-5 binding	CIT2-GFP yeast	Fam108B inh
CCOc1cc(-c2c(C#N)c(=O)[nH]c3c2c(C)nn3-c2ccc(F)cc2)ccc1O	-5.5	108.3	2.6	9.6	10.3	0.0	1.9	113.9	-0.7
CCC(=O)c1ccc(OCC(=O)Nc2ccccc2C(=O)NC2CC2)cc1	0.7	101.1	4.7	-4.5	-0.2	4.0	/	102.8	/
CCS(=O)(=O)N1CCCC(C(=O)NCCCOC)C1 (centres undefined)	0.8	99.9	9.6	-1.6	4.6	3.0	0.6	98.8	7.6
O=C(CN1C(=O)NC2(CCCc3ccccc32)C1=O)NC1CCCCC1 (centres undefined)	16.4	108.7	-5.1	2.7	5.0	1.0	-0.7	111.4	-0.5
CCCCOC(=O)Nc1ccc2c(C)cc(=O)oc2c1	4.3	93.3	12.5	6.3	5.9	3.0	2.2	85.2	-8.2
Cc1cccc(C)c1NC(=O)CSc1nnc(-c2ccco2)c(-c2ccco2)n1	20.5	88.9	11.8	95.8*	57.7*	47.0*	-3.5	87.7	26.1*
Cc1onc(-c2c(Cl)cccc2Cl)c1C(=O)NCc1ccccn1	-1.1	106.5	-0.1	-3.6	0.9	0.0	-2.2	105.4	3.4
O=C1CC(NNC(=O)c2ccccc2)C(=O)N1 (centres undefined)	-14.9	102.8	7.8	6.6	6.2	10.0	1.6	/	1.9
O=C(Nc1cc(S(=O)(=O)N2CCOCC2)ccc1N1CCCC1)c1cccnc1Cl	-2.7	95.5	1.8	2.2	4.3	1.0	-1.6	89.6	-4.1
Cc1cc(N2C(=O)C(O)=C(C(=O)c3cc4ccccc4o3)C2c2cccs2)no1 (centres undefined)	-4.4	94.3	4.2	-34.1	-27.1	4.0	0.5	95.8	-0.4
CCOC(=O)C1(CC2CCCCO2)CCN(Cc2cn[nH]c2-c2cccc(F)c2)CC1 (centres undefined)	-2.2	102.8	1.9	2.3	1.4	0.0	-0.7	93.1	2.6
O=c1[nH]c(-c2ccc(Cl)cc2)nc(=S)[nH]1	3.2	99.6	2.6	17.8	9.8	0.0	0.3	94.8	0.9

Other results follow:
SMILES	VLA-4 inh	AGP1-GFP MLPCN	GLD-1 RNA inh	MCL1-BIM inh	BCLXL inh	GRK2 aptamer HTS	MEX-5 binding	CIT2-GFP yeast	Fam108B inh
C=CCNc1nc(C(=O)OCC(=O)c2cccc(Br)c2)cs1	6.1	97.9	-0.3	20.0	5.1	1.0	/	99.5	/
COc1ccc(CCNC(=O)C(=O)c2cn(CC(=O)N3CCOCC3)c3ccccc23)cc1	10.6	105.5	9.4	-1.9	-0.2	0.0	0.1	107.7	-2.0
Cc1nn(Cc2ccccc2)c2sc(C(=O)NCc3cccnc3)cc12	12.4	98.4	-5.2	4.0	1.7	0.0	-0.4	96.6	4.3
COc1ccc(-c2ccc3c(c2)O/C(=C\c2ccsc2)C3=O)cn1	-48.8	97.1	-20.3	/	/	0.0	/	94.6	/
CC(C)C(NC(=O)c1ccc(C(C)(C)C)cc1)C(=O)OCC(=O)NC(=O)Cc1ccccc1 (centres undefined)	23.4	98.5	9.8	-2.4	-1.3	0.0	-0.4	99.9	2.6
Cc1ccc(OCC(O)CN2CCOCC2)cc1 (centres undefined)	10.2	96.5	7.6	8.4	-1.3	2.0	-0.8	96.7	-4.0
CN(C)CCN1C(=O)c2oc3ccc(F)cc3c(=O)c2C1c1ccncc1 (centres undefined)	-8.2	103.3	3.6	-3.5	-0.1	1.0	3.8	102.9	-3.2
CC(C)c1ccc(NC(=S)NCc2ccc3c(c2)OCO3)cc1	1.4	97.6	3.2	2.3	6.2	1.0	-0.4	90.4	3.0
Cc1cccc(OCC(=O)NCC(=O)N/N=C/c2c(C)[nH]c3ccccc23)c1	2.0	99.6	5.6	-13.7	-3.4	0.0	-6.6	107.2	3.5
CC(C)(C)c1nnc(NC(=O)CN2C(=O)C3C4C=CC(C4)C3C2=O)s1 (centres undefined)	-9.9	104.4	-0.6	4.9	9.0	0.0	1.2	113.3	-2.9
CCN(c1cccc(C(F)(F)F)c1)S(=O)(=O)c1ccc2c(c1)CCN2C(=O)C1CC1	3.7	93.8	0.9	7.9	2.7	0.0	-1.9	94.2	-3.3
